hK5 inh: inhibitors of human kallikrein 5. Q9Y337. hit rate 0.59% among 210,000. inhibition, % at 5 µM. recombinant hK5, fluorogenic AMC substrate cleavage. AID 873;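 active = inhibition of 40% or more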;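 note: 0% = enzyme controls without compound and 100% = no-enzyme blanks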
Target sequence (Q9Y337 67-293 limits assumed): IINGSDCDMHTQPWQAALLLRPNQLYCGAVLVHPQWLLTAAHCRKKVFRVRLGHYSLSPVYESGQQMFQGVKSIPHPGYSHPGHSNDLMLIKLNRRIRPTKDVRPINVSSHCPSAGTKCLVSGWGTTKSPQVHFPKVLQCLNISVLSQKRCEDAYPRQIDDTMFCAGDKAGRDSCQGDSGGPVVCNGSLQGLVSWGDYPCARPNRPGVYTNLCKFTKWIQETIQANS
EBV gp42 inh: blocks Epstein-Barr virus glycoprotein 42 binding; hit rate 0.42% among 220,000; inhibition, % (tested at 21.74 µM); Q1HVG2; Fluorescence polarization binding assay, mP read-out; in the data active = inhibition above about 50%
Target sequence (Q1HVG2 whole entry, looked up): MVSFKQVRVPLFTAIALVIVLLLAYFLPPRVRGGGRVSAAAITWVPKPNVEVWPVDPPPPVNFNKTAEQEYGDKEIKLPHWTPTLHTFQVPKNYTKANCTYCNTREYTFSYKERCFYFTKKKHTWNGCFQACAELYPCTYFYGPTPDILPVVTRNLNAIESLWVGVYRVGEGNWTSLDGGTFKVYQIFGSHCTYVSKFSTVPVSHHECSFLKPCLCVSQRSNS
eIF4E-4G inh: inhibitors of eIF4E and eIF4G interaction in translation initiation; inhibition, % at 21.7 µM; P63073+Q04637; TR-FRET eIF4E-eIF4GI(517-606) binding, 2 h; hit rate 0.37% among 220,000;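 note: 0% = full FRET control wells and 100% = background wells lacking eIF4GI fragment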
Rad51 HR inh: Rad51 (human) homologous recombination inhibition; Q06609; hRad51 DNA strand exchange, fluorescence dequenching; inhibition, % at 10 µM; hit rate 0.085% among 200,000; AID 1385;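 active = inhibition above 40% at the single screening dose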;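 note: 0% = DMSO control wells and 100% = blanks with heterologous ssDNA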
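Material: human Rad51–ssDNA filaments; Probe or stimulus: labelled 47-mer dsDNA for strand exchange; Doses: single 10 µM dose; Incubation: 37 °C 15-min filament assembly, 30-min compound preincubation, 15-min exchange; Technique: FRET fluorescence dequenching, excitation 485 nm, emission 520 nm; Measure: Fluorescence-based percent inhibition, control- and blank-normalised; Benchmarks: plate control and blank wells.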
Furin inhibitor: human furin inhibition; P09958; AID 463115; inhibition, % at 30 µM; purified furin, fluorogenic substrate cleavage; hit rate 0.061% among 220,000; in the data active = inhibition above about 25%; note: inactives centre near -15
Target sequence (P09958 108-714 limits assumed): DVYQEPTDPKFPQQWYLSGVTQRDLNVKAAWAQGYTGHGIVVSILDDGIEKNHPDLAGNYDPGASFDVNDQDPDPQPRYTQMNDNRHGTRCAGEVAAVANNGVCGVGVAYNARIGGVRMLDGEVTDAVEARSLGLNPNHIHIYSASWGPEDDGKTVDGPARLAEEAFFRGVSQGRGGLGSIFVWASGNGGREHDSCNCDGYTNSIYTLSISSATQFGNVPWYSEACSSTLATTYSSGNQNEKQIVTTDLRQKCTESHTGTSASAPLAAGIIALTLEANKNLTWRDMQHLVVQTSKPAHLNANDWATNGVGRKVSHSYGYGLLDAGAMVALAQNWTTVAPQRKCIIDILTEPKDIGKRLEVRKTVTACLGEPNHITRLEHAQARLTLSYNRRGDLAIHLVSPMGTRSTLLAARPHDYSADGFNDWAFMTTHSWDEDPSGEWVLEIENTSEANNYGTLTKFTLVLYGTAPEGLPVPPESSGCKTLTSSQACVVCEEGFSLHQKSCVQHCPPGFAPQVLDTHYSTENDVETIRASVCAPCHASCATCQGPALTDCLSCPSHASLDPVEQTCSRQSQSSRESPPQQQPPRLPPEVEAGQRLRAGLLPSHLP
14-3-3 Bad inh: disrupts binding of bovine 14-3-3 zeta to phospho-Bad peptide; P63103; TR-FRET 14-3-3zeta/Dy647-pBad peptide displacement, 1 h; inhibition, % at 21.7 µM; hit rate 0.71% among 220,000;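 active = inhibition above about 70%, limit read from the data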;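 note: 0% = full 14-3-3 plus peptide FRET controls and 100% = background without 14-3-3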
KCC2 mod: KCC2 (human) Cl- transport modulation; Q9H2X9; KCC2 cells, thallium flux FluoZin-2 fluorescence; B-score of Tl+ flux slope (higher = more flux/activation; lower = inhibition) at 10 µM; hit rate 2.2% among 190,000;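 active = thallium flux slope and its plate-corrected score both differing from the plate sample mean at a set confidence after two filtering rounds, in either direction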;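 note: slope of fluorescence scaled to starting intensity during 10 to 20 s after thallium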
Thrombin inh: inhibitors of human thrombin; inhibition, % at 5 µM; AID 1046; hit rate 0.26% among 220,000; alpha-thrombin, Boc-VPR-AMC fluorogenic substrate cleavage;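 active = inhibition at or above 40%; inactive = inhibition below 40%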;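 note: 0% = enzyme with no compound and 100% = wells without enzyme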
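Material: human alpha-thrombin enzyme / Medium: pH 7.5 Tris (50 mM) with NaCl 150 mM, Tween 20 0.05% / Compound: single-point dosing at 5 µM, 0.2% DMSO / Incubation: enzyme reaction carried out at room temperature / Detection: AMC fluorescence, 355/460 nm / Read-out basis: percent inhibition scaled between no-compound controls and no-enzyme blanks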
p47phox inh: p47phox (human) inhibition; P14598; p47phox/p22phox peptide binding, fluorescence polarization, 2 h; inhibition, % at 24.7 µM; hit rate 0.53% among 220,000; AID 1274;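 note: 0% = p47phox with labelled peptide and 100% = labelled peptide alone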
* marks the source's active call; other numbers are inactive results; nt = no result given; [ ] = another dose, or the depositor's remark.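 Rule for the calls, unless noted: active = inhibition above about 30% (limit read from the data); inactive = the rest.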 No enrichment for hits; any-hit rate near 4.7%.

Start of the data: the first four compounds as a preview:
SMILES	hK5 inh	EBV gp42 inh	eIF4E-4G inh	Rad51 HR inh	Furin inhibitor	14-3-3 Bad inh	KCC2 mod	Thrombin inh	p47phox inh
Cc1ccc(SC(C)C(=O)Nc2c(C)n(C)n(-c3ccccc3)c2=O)cc1 (centres undefined)	-7	-21	-1	-5	-15[20 µM]	3	-0.36	22	4
c1cc(N2CCCC2)ccc1C(c1nnnn1C1CCCCC1)N1CCOCC1 (centres undefined)	-2	-8	-2[fluorescence artefact?]	-1	-6	-6[fluorescence artefact?]	-1.3	-2	-27
O=C(CCS(=O)(=O)c1cccs1)Nc1ccc(C(=O)NCc2cccs2)cc1	2	-28	1	5	-16	5	nt	-5	-18
COCCCNc1ncnc2c1[nH]c1ccccc12	-25	-4	1	nt	-13[20 µM]	-6[fluorescence artefact?]	nt	-8	-10

Results, repeating the preview:
SMILES	hK5 inh	EBV gp42 inh	eIF4E-4G inh	Rad51 HR inh	Furin inhibitor	14-3-3 Bad inh	KCC2 mod	Thrombin inh	p47phox inh
Cc1ccc(SC(C)C(=O)Nc2c(C)n(C)n(-c3ccccc3)c2=O)cc1 (centres undefined)	-7	-21	-1	-5	-15[20 µM]	3	-0.36	22	4
c1cc(N2CCCC2)ccc1C(c1nnnn1C1CCCCC1)N1CCOCC1 (centres undefined)	-2	-8	-2[fluorescence artefact?]	-1	-6	-6[fluorescence artefact?]	-1.3	-2	-27
O=C(CCS(=O)(=O)c1cccs1)Nc1ccc(C(=O)NCc2cccs2)cc1	2	-28	1	5	-16	5	nt	-5	-18
COCCCNc1ncnc2c1[nH]c1ccccc12	-25	-4	1	nt	-13[20 µM]	-6[fluorescence artefact?]	nt	-8	-10
CCOc1ccc2nc(NC(=O)CSc3nc(SC)ns3)sc2c1	-3	-14	1	-7	-12[20 µM]	0	0.042	1	5
Cc1ccc(-c2csc3nc(SCC(N)=O)n(Cc4ccccc4)c(=O)c23)cc1	-13	-11	17[fluorescence artefact?]	-1	-10	5	6.7*	-8	11
Cc1cc(C(F)(F)F)c(C#N)c(SCC(=O)Nc2nc3ccccc3s2)n1	-13	-64	19	-129	-9	-15[fluorescence artefact?]	0	-4	-91
COC(=O)c1c(-c2cccs2)csc1NC(=O)CSc1ncnc2sc(C)c(C)c12	13	6	-5[fluorescence artefact?]	0	-15	-12[fluorescence artefact?]	0.97	-4	-29
Cc1nn(-c2ccccc2)c(C)c1C(=O)Nc1nnc(-c2ccco2)o1	-29	-9	-6	-7	-25	-12	nt	0	-13
Nc1ccc(S(=O)(=O)C(F)(F)F)cc1N	-1	-7	3	-6	-18	-13	-0.013	-3	-9
O=C(CC1NC(=O)NC1=O)Nc1ccc(Cl)cc1 (centres undefined)	-14	-3	-4	19	-5[20 µM]	-11	nt	2	5
CCN(CC)c1ccc(NC(=O)CCS(=O)(=O)c2cccc3nsnc23)c(C)c1	3	-9	10	-1	-18	-10	nt	3	-1
CC(=O)c1sc(N/N=C/c2cccc(O)c2)nc1C	1	-4	-3	nt	5	-6	-0.27	2	-18
CCCN1CCC(=O)N([C@H](CSc2ccc(OC)cc2)c2ccccc2)CC1	-1	-10	-2	-5	-30	-6	-2.1	-2	-16
CC1(C)CCCC2=C1CC1C(=O)N(Cc3cccnc3)C(=O)C1C2 (centres undefined)	1	-5	1	1	-28	10	0.073	-23	-4
CCOC(=O)C(NCc1ccc2c(c1)OCO2)(NC(=O)c1ccccc1)C(F)(F)F (centres undefined)	-21	-28	-3	2	-33[20 µM]	-8	-0.072	-1	-25
O=C(Cn1cccc1)NC1CCCCCC1	-3	-17	2	-3	-8	19	0	-5	-16
COc1cccc(/C=N/Nc2ncnc3scc(-c4ccccc4)c23)c1O	-70	-7	6[fluorescence artefact?]	nt	8	-3	-0.74	-3	-11
CCc1nnc(SCC(=O)Nc2ccccc2Cl)nc1CC	5	-17	5	33	-27	-14	-0.31	-8	-9
COc1ccc(N/C=C2\C(=O)c3c(sc(C)c3C)N(C)S2(=O)=O)cc1	-9	-1	-7	0	-10	2	0.74	-1	-14
c1ccc(CNc2nc3ccccc3n3cnnc23)nc1	-6	17	-4	-1	-35	-2	nt	-1	9
COc1ccc(NC(=O)c2cn(CCC#N)nc2-c2cc3ccccc3o2)cc1	20	9	-1	-13	-16	-5	-0.42	33	4
O=C1CCc2cc(S(=O)(=O)N3CCCC3C(=O)N3CCN(c4ccccc4F)CC3)ccc2N1 (centres undefined)	-23	6	0[fluorescence artefact?]	-4	-14	-1[fluorescence artefact?]	nt	-6	-8
Cc1cccc(C)c1N1CCN(S(=O)(=O)N2CCCCC2)CC1	-9	-9	4	17	-9	0	1.4	-1	-10
O=C(NCc1ccc(Cl)cc1)C(=O)N/N=C/c1ccc(Br)cc1	-2	-22	-1	-6	-24	2	-0.32	-9	6
CCOC(=O)c1ccc(NC(=S)NCc2cccnc2)cc1	8	-2	-2	12	0	-12	0.017	2	-2
c1ccc(Cc2noc(CN3CCN(C4CCc5ccccc5C4)CC3)n2)cc1 (centres undefined)	-8	0	-1	-6	-21	-10	0.068	-9	-13
CCN(CC)S(=O)(=O)c1ccc(Cl)c(C(=O)NCc2ccccc2Cl)c1	-4	-40	-2	-6	-19[20 µM]	-7	-1.1	-2	-42
Cc1ccc(-n2cnc3sc(C)c(C)c3c2=O)cc1	-10	11	-3	17	-23	-1	0.54	-2	-4
OCc1cn(-c2ccccc2)nc1-c1ccc2c(c1)OCCO2	-2	-3	-16	-1	-14[20 µM]	-2	nt	2	-9
C#CC(CC)(CC)NC(=O)NC1CCCCC1	16	-9	1	nt	-25	-2	0.46	2	3
COc1ccc(C(=O)N/N=C(\C)CC(=O)Nc2ccc(Cl)cn2)cc1	-5	-3	2	nt	-9	1	-0.47	-16	-6
O=C(CN1CCCC1)N1CCCC(c2ccc(F)cc2)c2ccc(F)cc21 (centres undefined)	-14	-3	8	26	-8	16[fluorescence artefact?]	0	-2	-16
CCC(C)NC(=O)C1CCCN(C(=O)Nc2ccc(F)cc2)C1 (centres undefined)	-23	-26	-9	2	-17	-2	-0.02	1	-13
COc1ccc(S(=O)(=O)Nc2ccccc2C(N)=O)cc1OC	-10	-17	0	2	-17	-1	-0.0058	2	-1
COc1ccc(/C=C/C(=O)N/C(=C\c2ccco2)C(=O)NCCc2nc3ccccc3[nH]2)cc1	-8	-14	1	6	2	-4[fluorescence artefact?]	-0.32	2	-37
CCC(=O)Nc1ccc(C(=O)N/N=C/c2c(C)[nH]c3ccccc23)cc1	-4	-14	0	-16	-4	-5	-1.9	-1	-22
CCc1nc(C)cn1S(=O)(=O)c1cc(C)c(OC)cc1C	-20	-1	-7	-7	-7	4	-3.3	-7	-13
CCc1ccc(OCCCC(=O)Nc2cccc(C(=O)O)c2)cc1	-2	-3	-4	nt	-10	0	0.34	-9	-4
C/C(=N\NC(=O)C1COc2ccccc2O1)c1ccc(N2CCOCC2)cc1 (centres undefined)	-6	-10	3	2	-10	-4	0.25	-8	-10
C(=N\n1cnnc1)/c1cccc2ccccc12	-20	-20	-5	-4	-7	-16	1.7	5	-9
O=C(CS(=O)(=O)c1ccc(Cl)c(Cl)c1)Nc1ccccc1Cl	-7	-15	4	3	-21[20 µM]	-6	nt	-1	-14
O=C(CN1C(=O)COc2ccc(S(=O)(=O)N3CCCC3)cc21)NC1CC1	2	-18	-2	-14	-9	6	-0.32	1	-5
Cc1ccc(NC(=O)CC2COc3ccccc3O2)cc1 (centres undefined)	-6	-24	-5	-7	-19[20 µM]	1	0.16	0	-8
CS(=O)(=O)Nc1ccc(C(=O)Nc2ccccc2Sc2ccccc2)cc1	-17	19	-2	1	-4	-2[fluorescence artefact?]	0.32	-11	-5
CCN(CC)c1ccc(N=Cc2ccc(N(CC)CC)cc2O)cc1	-1	-238	nt	-82	-24[20 µM]	nt	nt	-1	-106
CCOc1ccc(CN2CCN(Cc3ccc(C)o3)CC2CCO)cc1 (centres undefined)	3	-17	-4	-20	-19	-12	0.04	1	-13
c1ccc2sc(NC3=NCN(Cc4ccc5c(c4)OCO5)CN3)nc2c1	3	-7	2	4	-16[20 µM]	2	-0.73	3	-9
CCOc1ccc(S(=O)(=O)NCc2ccc(OC)cc2)c2cccnc12	-11	-14	4	nt	-11	0	-0.37	-2	-5
CCc1ccc2c(c1)cc(CN(C(=S)Nc1ccc(Cl)cc1)C1CC1)c1nnnn12	-1	-10	-12[fluorescence artefact?]	-4	-12[20 µM]	-78[fluorescence artefact?]	0.044	-1	-4
CSc1nc2sc3c(c2c2nncn12)CCC3	-10	2	0	nt	-20	1	0.095	1	4
CCS(=O)(=O)c1ccc2c(c1)N(S(=O)(=O)c1ccc(Cl)cc1)CC(C(=O)O)O2 (centres undefined)	4	-12	5	-4	-32	-1	-2.1	-1	2
NC(=O)Cc1ccc(Nc2nnc(-c3ccccc3)c3ccccc23)cc1	1	7	0[fluorescence artefact?]	33	-13	3	-0.43	1	-9
O=C(O)c1cc(-n2nnnc2SCc2ccccc2F)ccc1Cl	-6	14	-2	nt	-19	2	0.48	-4	2
CCN(CC(=O)NC1CCS(=O)(=O)C1)c1nc(-c2cccnc2)nc2ccccc12 (centres undefined)	6	-14	4	1	-15[20 µM]	14	0.94	3	-9
O=C(Cn1c(=O)sc2ccccc21)Nc1ccc2c(c1)OCCO2	34	-6	0[fluorescence artefact?]	-1	-17	-10	0.55	10	-10
O=C(O/N=C1\CCS(=O)(=O)c2sccc21)c1c(F)cccc1F	1	-20	-1	1	-30	-2	0.17	nt	-1
C1=C2C[N+]3(CCCC3)CC2Cc2ccc3ccccc3c21 (centres undefined)	5	-10	0	-1	-18[20 µM]	3	nt	-4	-5
CC(C)NC(=O)c1ccccc1NC(=O)Cc1ccc(Cl)cc1	0	-17	0	-3	-14[20 µM]	21	-0.69	-4	-3
N#Cc1c(N)nc2c(c1-c1ccc3c(c1)OCO3)CCCCCC2	-6	1	-11	3	-24	-2	0.072	-2	-7
Additional entries follow:
SMILES	hK5 inh	EBV gp42 inh	eIF4E-4G inh	Rad51 HR inh	Furin inhibitor	14-3-3 Bad inh	KCC2 mod	Thrombin inh	p47phox inh
N#Cc1ccccc1NC(=O)CSc1nnc(-c2ccccc2O)n1-c1ccccc1	-8	-14	-1	2	-21[20 µM]	1	-0.35	-3	-13
CCn1nc(C)c(C2C(C#N)=C(N)OC3=C2C(=O)CCC3)c1C (centres undefined)	20	-11	-5	14	4	-1	-0.24	19	4
CC1CN(CCCCOc2cccc(Oc3ccccc3)c2)CC(C)O1 (centres undefined)	-19	2	-6	23	-34	25	-0.019	4	8
CCNc1ccc(C(=O)OCC(=O)NCc2ccccc2Cl)cc1[N+](=O)[O-]	-5	-35	4	-9	-32	5	-0.85	-3	-8
COC(=O)CNC(=O)COC(=O)c1cc(SC)ccc1Cl	-6	0	-3	3	-28	-5	-0.95	-32	-10
O=C1NCCCC1C(=O)N/N=C/c1cccc(O)c1 (centres undefined)	-24	-6	-1[fluorescence artefact?]	0	-11	-8[fluorescence artefact?]	0.18	-1	1
Cc1nc2ccccc2nc(C)c1=NOCC(=O)N(c1ccccc1)C(C)C	-3	-14	2	3	-26	-8	0.56	-9	-6
Cn1c(=O)c2c(ncn2Cc2ccc(Cl)cc2)n(C)c1=O	23	2	0	-5	-16	0	1.5	9	-5
Cn1nc(-c2ccc(Cl)cc2)c2cc(C(=O)NCc3ccco3)sc21	-7	7	3	0	-26	-6	nt	-9	-35
Cc1cc(F)c(F)c(C(=O)NC2CC2)c1Cl	-3	-13	-2	0	-15[20 µM]	5	nt	-1	-13

From PubChem
